HKDC1 inhibitor: HKDC1 hexokinase inhibitors, primary screen, biochemical, fluorescence, uHTS | Q2TB90 | recombinant HKDC1, G6PDH/diaphorase resazurin coupled fluorescence | inhibition, % at 20 µM | 340,000 tested, 0.16% active;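 active = inhibition above about 35% when tested at 20 µM, limit read from the data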;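 note: plate controls were DMSO wells with enzyme for no effect and DMSO wells lacking enzyme for full effect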
Target sequence (Q2TB90 whole entry, looked up): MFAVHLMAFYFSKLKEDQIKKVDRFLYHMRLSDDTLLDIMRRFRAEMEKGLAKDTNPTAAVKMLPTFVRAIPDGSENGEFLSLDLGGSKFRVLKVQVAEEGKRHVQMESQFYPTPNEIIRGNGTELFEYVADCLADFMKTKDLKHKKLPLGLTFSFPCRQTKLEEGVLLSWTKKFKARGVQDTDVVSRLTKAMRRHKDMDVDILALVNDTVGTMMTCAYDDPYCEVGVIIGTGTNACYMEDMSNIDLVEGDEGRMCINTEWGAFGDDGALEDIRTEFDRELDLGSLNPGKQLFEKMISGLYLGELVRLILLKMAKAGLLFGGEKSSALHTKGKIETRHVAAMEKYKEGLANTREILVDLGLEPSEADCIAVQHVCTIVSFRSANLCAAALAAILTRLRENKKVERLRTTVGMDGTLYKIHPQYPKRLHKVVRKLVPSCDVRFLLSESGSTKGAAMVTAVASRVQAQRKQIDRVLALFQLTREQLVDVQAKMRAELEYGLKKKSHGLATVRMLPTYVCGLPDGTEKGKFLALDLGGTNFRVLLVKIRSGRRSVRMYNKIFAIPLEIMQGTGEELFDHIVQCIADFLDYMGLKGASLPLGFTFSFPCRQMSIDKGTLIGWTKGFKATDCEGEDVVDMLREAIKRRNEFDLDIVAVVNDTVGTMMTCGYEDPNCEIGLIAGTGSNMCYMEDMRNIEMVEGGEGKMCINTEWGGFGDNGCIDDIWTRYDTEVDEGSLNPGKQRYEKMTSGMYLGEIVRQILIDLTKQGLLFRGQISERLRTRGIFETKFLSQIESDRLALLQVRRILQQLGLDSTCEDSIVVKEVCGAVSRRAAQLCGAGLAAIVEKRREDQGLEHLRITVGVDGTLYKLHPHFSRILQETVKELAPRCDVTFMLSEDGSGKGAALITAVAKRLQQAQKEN
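Assay system – recombinant HKDC1 (HK5) hexokinase enzyme, produced in-house · Input – HKDC1 at 5 µg/mL · Reagent – glucose plus 1 mM ATP as hexokinase substrates · Timing – 90 min reaction incubation at room temperature, dark · Measured by – G6PDH/diaphorase-coupled fluorescence, 1 mM NADP, 100 µM resazurin, 525/613 nm · Benchmarks – DMSO-enzyme wells negative, buffer-substituted wells positive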
SENP7 inh: SENP7 protease inhibitors, primary screen, biochemical, luminescence, uHTS; Sentrin-specific protease 7 (Homo sapiens), Q9BQF6; recombinant SENP7, Z-RLRGG-aminoluciferin luminescence, 40 min; inhibition, % at 5 µM; 330,000 tested, 1.5% active; AID 434973, 2010;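 active = inhibition above about 50% at the single test dose, limit read from the data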;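 note: plate controls were DMSO with enzyme for no effect and no enzyme buffer wells for full effect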
SENP8 block: human SENP8 protease inhibitors, primary screen, biochemical, fluorescence, Nedd8 protein substrate, uHTS. AID 602440, 2012. inhibition, % at 20 µM. 360,000 tested, 0.64% active. Sentrin-specific protease 8 (Homo sapiens), Q96LD8. recombinant SENP8; in the data active = inhibition mostly above about 40%, no sharp cut-off; inactive = mostly below about 27%
NR3A LBD binder: binders of NR3A ligand-binding domain, primary screen, biophysical, differential scanning fluorimetry, uHTS; Glutamate receptor ionotropic, NMDA 3A (GRIN3A) ligand-binding domain; NR3A LBD differential scanning fluorimetry, Tm shift; 0% = protein alone, 100% = glycine-bound protein; Tm shift relative to glycine control, % at 25 µM; 340,000 tested, 2.5% active; AID 1259313, 2017;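 active = melting temperature shift of at least 10% of the positive control shift, at one fixed dose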
ATG4B inh: ATG4B protease inhibitors, primary screen, biochemical, fluorescence, uHTS; ATG4B cleavage of LC3-PLA2, NBD-HPC fluorescence, 1 h; inhibition, % at 8.33 µM; 340,000 tested, 0.51% active; AID 504462, 2011; in the data active = inhibition above about 40%
PfGluPho inh: PfG6PD enzyme inhibitors, primary screen, biochemical, fluorescence intensity, uHTS; PfGluPho enzyme, NADPH resazurin-diaphorase fluorescence; inhibition, % at 20 µM; 350,000 tested, 0.78% active; AID 504690, 2011;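 active = inhibition reaching at least a set limit at 20 µM in the primary screen, cut at about 59% in these data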;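 note: 0% = DMSO wells with substrate and 100% = DMSO wells lacking glucose-6-phosphate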
SENP6 inh: SENP6 protease inhibitors, primary screen, biochemical, luminescence, uHTS; Sentrin-specific protease 6 (Homo sapiens), Q9GZR1; Recombinant SENP6 catalytic domain, aminoluciferin luminescence; inhibition, % at 10 µM; 330,000 tested, 1.8% active; AID 2599, 2010;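 active = inhibition above about 50% at the single tested dose, limit read from the data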;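 note: plate controls were DMSO wells with enzyme for no effect and DMSO wells lacking enzyme for full effect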
MPTP inh: mitochondrial permeability transition pore inhibitors, primary screen, biochemical, isolated mouse mitochondria, absorbance; inhibition, % at 10 µM; Ca2+ swelling absorbance, 30 min; 360,000 tested, 1.4% active; AID 602449, 2012;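 active = inhibition of 50% or more, scaled per plate between neutral and stimulator controls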;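 note: 0% = DMSO wells given calcium and 100% = 1 mM EGTA wells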
* marks the source's active call; other numbers are inactive results; / = not tested or not shown. No enrichment for hits, and some 6.9% of all compounds hit somewhere here.

The first four entries (preview)
SMILES | HKDC1 inhibitor | SENP7 inh | SENP8 block | NR3A LBD binder | ATG4B inh | PfGluPho inh | SENP6 inh | MPTP inh
COc1cc(C2CC(=O)c3cnc(N4CCN(Cc5ccccc5)CC4)nc3C2)cc(OC)c1OC (centres undefined) | 0 | 6 | -1 | 0 | -17 | -2 | -10 | 4.4
Cc1ccc(NC(=O)C2CCCN(C(=O)c3ccc(Cl)cc3)C2)c(C)c1 (centres undefined) | -5 | -7 | 9 | 1 | 2 | -6 | 9 | -0.8
CCC(C)NC(=O)C1c2ccccc2C(=O)N1Cc1ccc(OC)cc1OC (centres undefined) | -10 | -9 | 15 | 0 | -4 | 3 | -14 | 0.0
O=C(Nc1ccc(N2CCN(C(=O)c3ccco3)CC2)cc1)c1ccccc1 | -5 | 9 | 23 | 4 | -4 | 12 | -2 | 1.6

All compounds of this part, repeating the preview:
SMILES | HKDC1 inhibitor | SENP7 inh | SENP8 block | NR3A LBD binder | ATG4B inh | PfGluPho inh | SENP6 inh | MPTP inh
COc1cc(C2CC(=O)c3cnc(N4CCN(Cc5ccccc5)CC4)nc3C2)cc(OC)c1OC (centres undefined) | 0 | 6 | -1 | 0 | -17 | -2 | -10 | 4.4
Cc1ccc(NC(=O)C2CCCN(C(=O)c3ccc(Cl)cc3)C2)c(C)c1 (centres undefined) | -5 | -7 | 9 | 1 | 2 | -6 | 9 | -0.8
CCC(C)NC(=O)C1c2ccccc2C(=O)N1Cc1ccc(OC)cc1OC (centres undefined) | -10 | -9 | 15 | 0 | -4 | 3 | -14 | 0.0
O=C(Nc1ccc(N2CCN(C(=O)c3ccco3)CC2)cc1)c1ccccc1 | -5 | 9 | 23 | 4 | -4 | 12 | -2 | 1.6
CCCOc1ccc(NC(=O)CC2C(=O)N(CC)C(=S)N2Cc2cccs2)cc1 (centres undefined) | -5 | -16 | 12 | -1 | 12 | 13 | -19 | -0.7
COc1ccc(-n2nc(C(=O)NCC(=O)N3CCCC3)c3ccccc3c2=O)cc1 | 3 | -7 | -95 | 1 | -5 | -3 | -11 | -0.4
O=S1(=O)N=C2CCCCCN2C(c2ccc(Cl)cc2)N1 (centres undefined) | -6 | 0 | 2 | -2 | 5 | -1 | 0 | 0.5
COc1cccc(CN(C)C(=O)c2cccc(S(=O)(=O)N3CCN(c4ccccc4)CC3)c2)c1OC | -5 | / | 4 | 2 | -54 | 11 | / | 7.2
CCOC(=O)c1nn(-c2ccc(C)cc2)c(=O)cc1OCC(=O)N1CCN(c2ccccc2)CC1 | -4 | 9 | -12 | 3 | -11 | 0 | -20 | 0.2
O=C(NNC(=O)c1cc2ccccc2cc1O)Nc1ccc(F)cc1F | -11 | -3 | -81 | -2 | 7 | -37 | -16 | 12
Cc1cccc(-n2ccnc2SCC(=O)c2c(N)n(C3CC3)c(=O)[nH]c2=O)c1C | -5 | 1 | 3 | 0 | 0 | 5 | -16 | -0.9
Cc1ccc(C(=O)NNCC(=O)Nc2ccc(Cl)cc2F)cc1 | -2 | -7 | 14 | 0 | -2 | 2 | -4 | 0.4
Oc1c(Br)cc(Br)cc1C=Nc1cccc2ncccc12 | 31 | 14 | -8 | 1 | 16 | 48 | 72* | 26
CC1(CCc2ccccc2)NC(=S)N(c2ccccc2)N1 (centres undefined) | -2 | / | 11 | 3 | -5 | 10 | / | -0.6
Cc1ccc2c3c(c(SCC(=O)Nc4nonc4C)nc2c1)CCCC3 | -8 | -3 | 5 | -4 | -9 | 1 | -7 | 9.6
CCc1ccc(C(=O)COC(=O)c2ccc(-c3nnc(-c4ccccc4)o3)cc2)cc1 | -5 | -6 | -6 | -2 | 6 | -28 | 16 | 0.8
COc1cc(NC(=O)Cc2cccs2)cc(OC)c1 | 1 | 3 | 15 | 1 | -3 | 3 | -12 | 0.3
CN(C)S(=O)(=O)c1cccc(CSc2cccc[n+]2[O-])c1 | 2 | 4 | 28 | 0 | -3 | -14 | -8 | 0.0
CCCn1c(N)c(C(=O)CN2CCc3ccccc3C2)c(=O)n(C)c1=O | 8 | 8 | 5 | -1 | 11 | -18 | -9 | 0.3
CCOc1ccc(N(CC(=O)NC2CCCCC2)S(=O)(=O)c2c(C)noc2C)cc1 | -5 | 0 | 6 | -4 | -8 | 8 | 11 | -1.5
Cc1ccccc1NC(=O)Cc1ccccc1 | -5 | 6 | 12 | 5 | -12 | 15 | 1 | 1.2
C=CCn1c(C)cc(C(=O)CSc2nnc(NCc3ccccc3)s2)c1C | 10 | / | 9 | -2 | 22 | -6 | / | 4.3
O=C(NCc1ccco1)c1ccc(Cn2c(=O)c3ccccc3n(Cc3cccc(Cl)c3)c2=O)cc1 | 0 | 0 | 23 | 3 | 0 | -2 | -25 | 0.3
Cc1cccc(OCCSc2ncnc3nc[nH]c23)c1 | -1 | 0 | 36 | -4 | -8 | 0 | -2 | 2.4

A few values from the list.
Under SENP7 inh, O=C(NCc1ccco1)c1ccc(Cn2c(=O)c3ccccc3n(Cc3cccc(Cl)c3)c2=O)cc1 shows 0
Under NR3A LBD binder, CCc1ccc(C(=O)COC(=O)c2ccc(-c3nnc(-c4ccccc4)o3)cc2)cc1 shows -2

New compounds follow.
SMILES | HKDC1 inhibitor | SENP7 inh | SENP8 block | NR3A LBD binder | ATG4B inh | PfGluPho inh | SENP6 inh | MPTP inh
O=C(Nc1cccc(F)c1)NC1(C(=O)NCC2CCCO2)CCCCC1 (centres undefined) | -5 | 0 | 7 | -1 | 2 | -1 | -11 | -0.5
CC1CCc2sc(C(=O)N3CCC(C(N)=O)CC3)cc2C1 (centres undefined) | 0 | 0 | 13 | -2 | 43* | -14 | -7 | -0.2
O=C(NCCCN1CCOCC1)c1cc(-c2ccc(Cl)cc2)on1 | 14 | 0 | 26 | 0 | -2 | 5 | -8 | 1.7
O=c1c([N+](=O)[O-])cccn1Cc1cccc(Cl)c1 | 1 | 0 | -196 | 0 | -7 | -10 | 2 | -0.1
COc1ccc(OC)c(C2=NOC(C(=O)NCc3cccs3)C2)c1 (centres undefined) | -4 | 3 | -133 | 0 | 2 | -2 | 0 | 0.2
CCOc1ccc(CCNC(=O)CN2C(=O)NC3(CCCc4ccccc43)C2=O)cc1OCC (centres undefined) | -5 | 7 | -4 | 2 | -1 | 17 | 3 | -0.1
Cc1ccc(/C=N/NC(=O)CSc2nc3ccccc3n2Cc2ccccc2)o1 | 1 | 9 | 26 | -5 | -8 | 16 | 0 | 0.7
COc1cc2nc(/C=C/c3ccc(N(C)C)cc3)sc2cc1SC | -1 | / | -273 | -2 | 3 | 3 | / | 2.5
Clc1cccc(C2CCN(Cc3nc(COc4ccccc4)no3)C2)c1 (centres undefined) | 4 | 9 | 13 | 1 | -10 | 14 | -17 | -1.1
CCN(CC)Cc1cc(Nc2c3ccccc3nc3c4ccccc4n(C)c23)cc(CN(CC)CC)c1O | 20 | / | -107 | 0 | 3 | 80* | / | 2.2
O=C(N/N=C\c1ccc(-c2ccccc2[N+](=O)[O-])o1)C1COc2cc3ccccc3cc2O1 (centres undefined) | 8 | 32 | -3 | -7 | 3 | 31 | 31 | -1.9
COCCn1c(=O)[nH]c2cc(C(=O)NCC3CCCO3)ccc2c1=O (centres undefined) | -6 | 3 | -140 | 0 | -2 | -5 | -7 | -0.2
CCS(=O)(=O)n1nc(-c2ccc(Cl)cc2)nc1N | -5 | -1 | 22 | 0 | -2 | 2 | 9 | 0.4
CCOc1cc(NS(=O)(=O)c2ccc(OC)cc2)c(OCC)cc1NC(C)=O | -4 | 6 | 8 | 1 | 7 | -5 | -10 | 0.7
Cc1ccsc1/C=N/NC(=O)CNC(=O)c1cccc([N+](=O)[O-])c1C | -11 | 0 | 5 | 0 | 0 | 50 | 2 | 1.1
CN(C(=O)c1cccc(NC(=O)Cc2ccc(NC(=O)C3CCCN(C(=O)CCc4ccccc4)C3)cc2)c1)C1CC1 (centres undefined) | 0 | / | -4 | -1 | -13 | 10 | / | 0.3
O=C(O)CC(c1ccccc1)N1C(=O)c2cccc([N+](=O)[O-])c2C1=O (centres undefined) | -4 | -5 | -20 | 0 | 4 | 13 | -19 | 0.0
Nc1nc(N2CCCCC2)nc2ccccc12 | -8 | 8 | -393 | -1 | -5 | -14 | -6 | 0.1
CCOC(=O)Cc1nc2nc(C)cc(C)n2n1 | -10 | 3 | 12 | 0 | -4 | 10 | -32 | 1.7
COc1ccccc1CNC(=O)CN1C(=O)c2cccc(N)c2C1=O | 0 | 19 | -315 | 0 | 4 | 17 | 15 | -1.2
CCOC(=O)c1c(C)[nH]c(C(=O)Nc2cc(OCC)c(N3CCOCC3)cc2OCC)c1C | 1 | -2 | -58 | 0 | -55 | 18 | 20 | -0.9
CCOC(=O)c1nnn(-c2nc(N3CCCC3)nc(N3CCCC3)n2)c1-c1ccccc1 | 6 | 2 | 31 | -2 | -3 | -7 | 9 | 7.3
CC(C)(C)NC(=O)c1cccc(NC(=O)CSc2ccc(Cl)cc2)c1 | -3 | 2 | 17 | -5 | -4 | 1 | 24 | 8.6
COc1ccc(S(=O)(=O)N(Cc2ccccc2)c2ccccc2C(=O)N2CCOCC2)cc1 | -1 | -3 | 16 | 0 | -3 | 2 | 10 | 0.6

Just SENP6 inh, SENP8 block and PfGluPho inh, for 6 of the compounds above:
canonical_smiles	SENP6 inh	SENP8 block	PfGluPho inh
CCOc1cc(NS(=O)(=O)c2ccc(OC)cc2)c(OCC)cc1NC(C)=O	-10	8	-5
CCS(=O)(=O)n1nc(-c2ccc(Cl)cc2)nc1N	9	22	2
CN(C(=O)c1cccc(NC(=O)Cc2ccc(NC(=O)C3CCCN(C(=O)CCc4ccccc4)C3)cc2)c1)C1CC1 (centres undefined)	/	-4	10
Nc1nc(N2CCCCC2)nc2ccccc12	-6	-393	-14
COc1ccccc1CNC(=O)CN1C(=O)c2cccc(N)c2C1=O	15	-315	17
CCOC(=O)c1c(C)[nH]c(C(=O)Nc2cc(OCC)c(N3CCOCC3)cc2OCC)c1C	20	-58	18

(further entries)
SMILES | HKDC1 inhibitor | SENP7 inh | SENP8 block | NR3A LBD binder | ATG4B inh | PfGluPho inh | SENP6 inh | MPTP inh
O=C(c1ccccc1)N1CCN(c2ccc([N+](=O)[O-])c(NCC3CCCO3)c2)CC1 (centres undefined) | 15 | -12 | 32 | 0 | -8 | 30 | -4 | -5.5
CCN(CC)S(=O)(=O)c1ccc(C(=O)Nc2cc(S(=O)(=O)N3CCOCC3)ccc2O)cc1 | -3 | 2 | 21 | -5 | -8 | -4 | -8 | -3.2
Cc1cnc(CN2CCc3c([nH]c4ccccc34)C2C2CCCCC2)[nH]1 (centres undefined) | -3 | -17 | -25 | -2 | 11 | 15 | -5 | -1.4
CCC(C)(C)n1nnnc1C(c1cc2ccc(OC)cc2[nH]c1=O)N1CCN(C2CCCCC2)CC1 (centres undefined) | -5 | -5 | -140 | -1 | -3 | 0 | -10 | -0.4
CC(=O)Oc1ccc(/C=C2/C(=O)N(c3ccccc3)N=C2C)cc1 | 1 | 36 | 45* | / | 5 | 1 | 14 | 3.3
Cc1cc(OCCCN2CCN(Cc3ccccc3)CC2)ccc1[N+](=O)[O-] | -1 | 0 | 34 | -1 | -5 | 5 | -11 | 3.1
